SENP8 block-1 = blocks human SENP8 cleavage of Nedd8 substrate. Q96LD8. recombinant SENP8, Nedd8 substrate fluorescence. inhibition, % at 20 µM. 0.64% of 360,000 active. AID 602440; in the data active means inhibition mostly above about 40%, no sharp cut-off; inactive means mostly below about 27%
PfGluPho inh = PfG6PD (Plasmodium falciparum) enzyme inhibition | PfGluPho enzyme, NADPH resazurin-diaphorase fluorescence | inhibition, % at 20 µM | 0.78% of 350,000 active;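 active means inhibition reaching at least a set limit at 20 µM in the primary screen, cut at about 59% in these data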;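 further: 0% = DMSO wells with substrate and 100% = DMSO wells lacking glucose-6-phosphate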
HKDC1 inh = HKDC1 (human) hexokinase inhibition | Q2TB90 | recombinant HKDC1, G6PDH/diaphorase resazurin coupled fluorescence | inhibition, % at 20 µM | 0.16% of 340,000 active;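 active means inhibition above about 35% when tested at 20 µM, limit read from the data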;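 further: plate controls were DMSO wells with enzyme for no effect and DMSO wells lacking enzyme for full effect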
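System: Recombinant HKDC1 hexokinase | Amount: HKDC1 at 5 µg/mL | Reagent: Glucose with 1 mM ATP | Doses: Single 20 µM dose | Incubation: Reaction time 90 min, room temperature, protected from light | Signal: Coupled resazurin fluorescence, excitation 525 nm, emission 613 nm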
SENP7 inh = blocks the human protease SENP7; Q9BQF6; recombinant SENP7, Z-RLRGG-aminoluciferin luminescence, 40 min; inhibition, % at 5 µM; 1.5% of 330,000 active; AID 434973;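 active means inhibition above about 50% at the single test dose, limit read from the data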;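 further: plate controls were DMSO with enzyme for no effect and no enzyme buffer wells for full effect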
SENP1 inh = inhibitors of human SENP1 SUMO protease catalytic domain; AID 624204; inhibition, % at 10 µM; 0.21% of 360,000 active; recombinant SENP1 catalytic domain, CyPet-SUMO1-YPet FRET cleavage; Q9P0U3;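 active means inhibition at least 30% at 10 µM, raw YFP signal under a set limit, fluorescence ratio 0.5 to 1.5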;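 further: 0% = enzyme with DMSO and 100% = no enzyme wells; some results filed as inactive read as strong as hits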
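Material – human SENP1 catalytic domain · Input – SENP1 enzyme, 20 pM final · Compound dosing – single concentration of 10 µM compound, 0.5% DMSO final · Timing – enzyme reaction for 50 min at room temperature, dark · Measured by – FRET fluorescence in CFP and YFP emission channels · Control set – no-enzyme wells low, DMSO-plus-enzyme wells high control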
Apaf1 inhib = blocks human Apaf-1 apoptosome activity | reconstituted apoptosome caspase-3 activity, DEVD-Rh110 fluorescence | inhibition, % at 20 µM | O14727 | AID 489030 | 0.71% of 330,000 active; active means inhibition of at least 40% at 20 µM;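 further: plate controls were DMSO wells for no effect and DEVD-CHO caspase inhibitor wells for full effect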
Target sequence (O14727 whole entry, looked up): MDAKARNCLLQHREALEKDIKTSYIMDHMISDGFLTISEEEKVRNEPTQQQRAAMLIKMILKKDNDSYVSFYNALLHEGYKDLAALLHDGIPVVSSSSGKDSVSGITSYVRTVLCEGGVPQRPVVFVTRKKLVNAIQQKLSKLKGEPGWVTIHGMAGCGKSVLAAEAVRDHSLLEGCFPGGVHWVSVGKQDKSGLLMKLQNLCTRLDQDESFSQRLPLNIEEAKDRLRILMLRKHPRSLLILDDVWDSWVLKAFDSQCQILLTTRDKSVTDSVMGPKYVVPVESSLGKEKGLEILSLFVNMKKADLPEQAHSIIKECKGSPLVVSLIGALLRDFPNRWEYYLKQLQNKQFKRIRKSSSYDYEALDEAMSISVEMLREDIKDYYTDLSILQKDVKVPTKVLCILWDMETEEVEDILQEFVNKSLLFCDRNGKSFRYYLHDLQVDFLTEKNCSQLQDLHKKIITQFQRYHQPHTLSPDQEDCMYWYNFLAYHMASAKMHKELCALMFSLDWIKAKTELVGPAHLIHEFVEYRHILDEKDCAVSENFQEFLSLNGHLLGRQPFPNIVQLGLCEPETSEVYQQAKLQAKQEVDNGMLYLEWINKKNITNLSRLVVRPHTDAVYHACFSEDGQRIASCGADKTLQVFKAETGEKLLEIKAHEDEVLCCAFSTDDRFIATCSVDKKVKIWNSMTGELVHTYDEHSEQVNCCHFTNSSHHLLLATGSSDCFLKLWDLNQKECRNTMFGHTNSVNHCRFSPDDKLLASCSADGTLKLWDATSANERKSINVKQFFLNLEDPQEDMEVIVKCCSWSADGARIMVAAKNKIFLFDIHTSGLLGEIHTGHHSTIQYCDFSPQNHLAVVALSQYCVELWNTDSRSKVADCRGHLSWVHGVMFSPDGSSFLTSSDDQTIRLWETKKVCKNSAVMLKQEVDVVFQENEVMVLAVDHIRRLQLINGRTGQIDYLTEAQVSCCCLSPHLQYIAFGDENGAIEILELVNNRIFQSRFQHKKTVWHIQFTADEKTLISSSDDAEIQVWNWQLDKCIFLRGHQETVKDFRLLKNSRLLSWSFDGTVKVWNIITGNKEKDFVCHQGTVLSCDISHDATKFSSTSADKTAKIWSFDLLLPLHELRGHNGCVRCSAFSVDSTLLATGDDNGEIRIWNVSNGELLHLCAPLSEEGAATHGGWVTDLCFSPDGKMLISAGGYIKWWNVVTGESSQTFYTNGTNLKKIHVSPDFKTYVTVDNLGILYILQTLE
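Material: reconstituted apoptosome with Apaf-1, cytochrome c, caspase-9, procaspase-3, dATP. Technique: Rh110 fluorescence intensity. Buffer or medium: pH 7.5 Hepes buffer with CHAPS, BSA, DTT. Times: 30 min plus 50 min, RT.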
SENP6 block = SENP6 protease inhibition | Recombinant SENP6 catalytic domain, aminoluciferin luminescence | inhibition, % at 10 µM | 1.8% of 330,000 active | AID 2599;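 active means inhibition above about 50% at the single tested dose, limit read from the data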;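 further: plate controls were DMSO wells with enzyme for no effect and DMSO wells lacking enzyme for full effect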
NLRP3 yeast inh = inhibitors of NALP3 inflammasome in yeast; Yeast reconstituted NLRP3/ASC/caspase-1, beta-gal luminescence, 24 h; inhibition, % at 10 µM; 0.39% of 330,000 active; AID 2825;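 active means inhibition of 50% or more; inactive means inhibition below 50%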;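 further: plate controls were induced DMSO wells for no effect and uninduced yeast grown without galactose for full effect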
SENP8 block-2 = blocks the human protease SENP8. purified SENP8, Z-RLRGG-aminoluciferin cleavage, luminescence. inhibition, % at 10 µM. 1.2% of 330,000 active. AID 2540; in the data active means inhibition above about 50%
The depositor's hits bear a star; / = no result given.

#	mol	SENP8 block-1	PfGluPho inh	HKDC1 inh	SENP7 inh	SENP1 inh	Apaf1 inhib	SENP6 block	NLRP3 yeast inh	SENP8 block-2
1	Cc1ccccc1C(=O)NC1CCN(CC(=O)Nc2c(C)cccc2C)CC1	25	-7	-1	-2	-1	-3	8	4	0
2	O=C(O)c1nccnc1C(=O)Nc1ccccc1N1CCOCC1	22	-7	-4	3	5	-19	-21	-7	2
3	O=S(=O)(NCc1csc(-c2cccnc2)n1)c1ccc(Cl)s1	-2	48	-2	4	-19	-8	4	5	3
4	Cc1cccc(OCC(=O)Nc2ccc(NC(=O)c3ccco3)c(C)c2)c1	8	2	-5	7	2	3	-7	30	3
5	COc1ccc(C(=O)OCC(=O)N2C(C)CCCC2C)cc1S(=O)(=O)N1CCOCC1 (stereo not drawn)	18	5	2	9	2	-34	0	-1	2
6	Oc1ccc(Br)cc1CNc1cnc2ccccc2c1	-330	11	10	-7	-10	11	6	23	-6
7	Cc1cccc(-c2nnc(-c3cccc(NC(=O)Cc4cccs4)c3)o2)c1	-2	14	12	-6	3	21	4	17	1
8	Cc1ccc(-c2n[nH]c(=S)n2/N=C/c2ccc(C)o2)cc1	10	43	-8	-3	2	-2	-19	27	-5
9	COC(=O)COc1ccc(C(C2C(=O)CC(C)(C)CC2=O)C2C(=O)CC(C)(C)CC2=O)cc1	12	7	-1	-4	-1	3	-32	-7	-10
10	COc1ccc(S(=O)(=O)N2CCOCC2)cc1NC(=O)COC(=O)c1oc2ccccc2c1C	8	-31	-3	-6	0	-7	-13	-10	-2
11	COC(=O)C1=C(C(=O)c2ccccc2)C(c2cccs2)n2nnnc2N1 (stereo not drawn)	28	1	0	-10	16	9	-16	9	-14
12	Cc1[nH]c2ccccc2c1/C=N/NC(=O)CNC(=O)Cc1ccccc1	10	26	0	4	0	12	14	9	13
13	O=C(O)CN1CCCCC1	12	-4	-6	4	0	-15	8	13	8
14	COc1ccc(N2CCN(C(=O)CCNS(=O)(=O)c3cc(Br)cnc3N)CC2)cc1	-12	19	6	-9	1	21	17	4	-6
15	C=C1c2ccccc2NC(=O)N1c1ccc(OC)cc1	-9	4	-4	1	-1	6	4	12	7
16	O=C(NNS(=O)(=O)c1ccc(CCCl)cc1)C(O)(c1ccccc1)c1ccccc1	11	-20	-1	-4	3	9	-16	11	-11
17	CCn1nnc(-c2ccccc2NC(=O)c2cc(OC)c(OC)c(OC)c2)n1	5	-25	-7	-11	2	1	-69	24	-1
18	CCCCNC(=O)c1nc2ncc(Br)cn2n1	7	1	8	-5	-6	-2	-22	15	-2
19	CCCCCCC1CC(CSC(=N)N)OC1=O (stereo not drawn)	24	13	-3	1	1	-7	-8	-7	-2
20	Cc1cc(Cl)ccc1OCC(=O)N/N=C1\CC2C=CCC12 (stereo not drawn)	27	2	-8	0	-2	4	-20	3	-2
21	Cc1ccc(S(=O)(=O)Nc2cccc3ncccc23)s1	9	28	12	5	-1	12	5	-3	-1
22	O=C(COc1ccc2ccccc2c1)NCC(=O)N/N=C/c1ccco1	14	5	-4	3	0	-14	-2	16	-4
23	Cc1ccc(/C=N/NC(=O)c2ccc3nc[nH]c3c2)s1	-23	6	16	-9	-2	11	-7	1	-6
24	COc1ccc(CCNC(=O)Cn2nnc(-c3ccc(N4CCOCC4)cc3)n2)cc1OC	9	-11	-7	-4	1	-14	2	7	-3
25	Cn1ncc(Cl)c1C(=O)Nc1nnc(C2CC2)s1	3	1	-6	7	-1	1	-5	16	-11
26	CN1CCN(C(=S)NC(=O)c2ccc(-c3ccccc3)cc2)CC1	2	15	-5	-4	1	-3	-3	35	-2
27	O=C(Nc1ccc(Br)cc1)c1ccc2c(c1)OCO2	-1	5	-5	52*	1	-2	34	8	6
28	O=[N+]([O-])c1ccc(Cl)c(-c2ccc(/C=N/c3c(-c4ccco4)nc4ccccn34)o2)c1	-308	42	12	9	-32	15	7	31	7
29	COc1cc(OC)c(OC)cc1/C=C1\Oc2cc(OS(C)(=O)=O)ccc2C1=O	0	27	11	-3	-37	-11	-10	12	0
30	CCCCNC(=S)Nc1ccc(SC(F)F)cc1	9	-9	2	0	0	12	-19	3	-10
31	Cc1cc(C)c(S(=O)(=O)N2CCC(C(=O)OCc3c(C)noc3C)CC2)c(C)c1	12	5	3	1	-2	10	-14	4	-5
32	CCC(=O)Nc1c(C(=O)Nc2ccc3c(c2)OCCO3)oc2ccccc12	-42	17	2	-12	0	11	14	15	-3
33	Cc1ccn2cc(CCNS(=O)(=O)c3ccc4c(c3)OCCO4)nc2c1	5	-3	0	-8	3	-1	-10	1	3
34	CC(=O)n1cc(C2C(=O)CCCC2=O)c2ccccc21	-12	5	-1	5	-3	-8	-13	6	2
35	Cc1ccc2nsnc2c1S(=O)(=O)NCCc1c(C)[nH]c2ccc(F)cc12	14	55	-10	0	0	-14	7	8	5
36	CCCn1c(N)c(C(=O)CSc2nnc(-c3cccs3)n2C2CC2)c(=O)[nH]c1=O	2	0	-7	6	0	4	14	-1	6
37	COc1cccc(C(C(=O)NC2CCCCC2)N(C(=O)Cc2cccs2)c2ccc(-n3cnnn3)c(OC)c2)c1 (stereo not drawn)	11	-6	9	-12	3	16	-15	20	-10
38	N#C/C(=C\c1c(Cl)cccc1Cl)c1nn(-c2ccccc2)c(-n2cccc2)c1C#N	13	-1	0	-4	0	-2	-20	1	3
39	O=C(c1ccc(-c2ccccc2)cc1)N1CCN(c2ncccn2)CC1	-22	-5	-1	-4	-1	15	-4	31	-10
40	O=C1/C(=C/c2cccs2)CCC1C1CCCC1 (stereo not drawn)	36	-9	-2	70*	1	-3	-11	20	81*

Printed as active in SENP7 inh, among the entries above:
| no. | mol | PfGluPho inh | HKDC1 inh | SENP7 inh | SENP1 inh | SENP6 block | NLRP3 yeast inh | SENP8 block-2 |
| --- | --- | --- | --- | --- | --- | --- | --- | --- |
| 27 | O=C(Nc1ccc(Br)cc1)c1ccc2c(c1)OCO2 | 5 | -5 | 52* | 1 | 34 | 8 | 6 |
| 40 | O=C1/C(=C/c2cccs2)CCC1C1CCCC1 (stereo not drawn) | -9 | -2 | 70* | 1 | -11 | 20 | 81* |

Quoted at random: 3 compounds from above, in no set order.
#	mol	SENP8 block-1	PfGluPho inh	HKDC1 inh	SENP7 inh	SENP1 inh	Apaf1 inhib	SENP6 block	NLRP3 yeast inh	SENP8 block-2
39	O=C(c1ccc(-c2ccccc2)cc1)N1CCN(c2ncccn2)CC1	-22	-5	-1	-4	-1	15	-4	31	-10
34	CC(=O)n1cc(C2C(=O)CCCC2=O)c2ccccc21	-12	5	-1	5	-3	-8	-13	6	2
33	Cc1ccn2cc(CCNS(=O)(=O)c3ccc4c(c3)OCCO4)nc2c1	5	-3	0	-8	3	-1	-10	1	3

New compounds follow
#	mol	SENP8 block-1	PfGluPho inh	HKDC1 inh	SENP7 inh	SENP1 inh	Apaf1 inhib	SENP6 block	NLRP3 yeast inh	SENP8 block-2
41	COc1cccc(/C=N/c2oc(-c3ccccc3)cc2C#N)c1O	-313	11	3	4	2	9	-14	-2	-4
42	Cc1cc(C(C)(C)C)ccc1NC(=O)CC(C)(C)CC(=O)O	4	-11	-1	3	0	-11	-13	8	-3
43	COC(=O)c1sccc1NC(=O)CSc1ccccc1N	2	18	-5	6	-1	-6	12	35	-2
44	O=C(CSc1nc2nn(-c3ccccc3)c(=O)c-2c2n1CCCCC2)Nc1ccc(F)cc1F	7	1	1	-4	3	-8	3	0	10
45	c1ccc(C(c2ccccc2)N2CCN(C(c3ccccn3)c3nnnn3C3CCCC3)CC2)cc1 (stereo not drawn)	8	7	-6	-1	2	6	-18	6	6
46	CCC1(C2=CCCCC2)C(=O)NC(=O)N=C1N (stereo not drawn)	14	-5	-7	/	1	/	/	/	/
47	CC[N+](CC)(CC)C/C=C/CN1CCCCC1	2	0	-13	2	1	19	1	13	-1
48	COc1cccc(Nc2ncccc2C(=O)NCc2ccccc2)c1	-50	30	7	/	17	/	/	/	/
49	CCO/C=C1/C(=O)N(CC)c2ccccc21	16	-12	-4	-2	1	-4	-4	21	0
50	Cc1ccc([C@@H]2[C@@H]3C(=O)N(C)C(=O)[C@@H]3[C@]3(C)C(=O)N(CC4CC4)CC(=O)N23)o1	2	5	-4	-12	0	3	2	-3	-16
51	COc1cc(NC(=O)c2ccccc2[N+](=O)[O-])ccc1NC(=O)C(C)C	29	-6	0	2	-2	-10	4	8	2
52	O=C(CNC(=O)c1ccccc1Cl)N/N=C/C=C/c1ccccc1	10	-1	9	-10	1	1	-8	14	-11
53	COc1cc(NC(=O)CSc2c3c(nc4ccccc24)CCC3)cc(OC)c1OC	12	-11	-7	6	3	-4	2	10	-1
54	CC(C)(C)C(=O)Nc1ccc(-c2cnco2)cc1	-4	1	-5	10	-3	-11	-25	27	4
55	CC(C)Oc1ccc(C(CC(=O)O)n2cnnn2)cc1 (stereo not drawn)	8	-5	-3	2	1	-4	-9	13	0
56	NC(=O)C1(N2CCCCC2)CCN(c2nc(-c3ccccc3)cs2)CC1	9	14	-2	-3	4	7	3	19	0
57	COc1ccc(NC(=O)CN(C)C(=O)c2cc(C)on2)cc1	6	-4	3	-1	1	-3	-10	3	0
58	CCOc1ccc(S(=O)(=O)NCCC(=O)Nc2cccc(C(=O)OC)c2)cc1	-9	-5	-3	5	3	2	-6	16	1
59	COc1ccc(CN2CCN(C(=O)C3CCC(CNS(=O)(=O)c4ccc(C)cc4)CC3)CC2)c(OC)c1OC (stereo not drawn)	7	-7	-3	0	2	6	-2	12	2
60	O=C(c1ccc(CS(=O)(=O)c2ccc(Br)cc2)o1)N1CCCC1	10	-10	3	5	2	-6	13	-11	9
61	COc1ccc(CNC(=O)C(OC(=O)c2ccco2)c2ccccc2)cc1 (stereo not drawn)	7	-21	6	12	2	10	17	13	2
62	CC(C)(C)NC(=O)NCc1ccco1	21	11	-4	-5	-2	-4	-18	10	-6
63	O=C(c1ccccc1)[C@H]1[C@H](c2ccccc2)[C@@]2(N=C(c3ccccc3)OC2=O)C2c3ccccc3C=NN21 (stereo partly drawn)	/	/	/	-1	/	8	-4	5	-4
64	COc1cc(/C=C2\CCC/C(=C\c3ccc(O)c(OC)c3)C2=O)ccc1O	8	-2	11	-4	-24	19	6	7	2
65	CCOC(=O)/C=C1/SCC(=O)N1CC(=O)Nc1cccc(F)c1	16	7	-3	-5	0	-2	-19	10	-6
66	Cc1cccc2cc(C#N)c(NCCNC(=O)COc3ccccc3)nc12	-398	23	-3	4	-115	22	15	3	3
67	Cc1cccc(C)c1NS(=O)(=O)c1ccc(NC(=O)c2ccc(Cl)c([N+](=O)[O-])c2)cc1	6	-7	-3	2	0	20	-2	4	5
68	COc1cc(/C=C2\SC(=S)N(Nc3ccccc3)C2=O)cc(OC)c1OC	29	14	-5	1	7	15	-18	24	3
69	O=C(COc1ccc2ccccc2c1)N1CCN(c2ccccc2O)CC1	11	20	4	-1	-1	5	-18	14	-7
70	Cc1ccc(S(=O)(=O)N2c3ccccc3OCC2C(C)(C)C)cc1 (stereo not drawn)	18	2	1	-8	2	11	-7	10	-9
71	COCCOC(=O)C1=C(C)OC(N)=C(C#N)C1c1ccco1 (stereo not drawn)	-1	-41	-5	4	-1	3	-8	-4	-1

Screening data: PubChem, Sanford-Burnham Center for Chemical Genomics
